AGP1 TOR yeast = modulators of TOR pathway AGP1-GFP in S. cerevisiae. GFP response vs DMSO, % at 10 µM. S. cerevisiae AGP1-GFP multiplex flow cytometry, 3 h; GFP as percent of DMSO wells. 320,000 tested, 0.02% active;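 active means GFP response relative to DMSO above a set limit, near screen average plus 3 SD, cut at about 150% in these data; inconclusive means fewer than 70 cells counted for the yeast strain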;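 further: median GFP channel fluorescence of the gated AGP1 strain per well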
MEP2 TOR yeast = modulators of TOR pathway MEP2-GFP in S. cerevisiae; S. cerevisiae MEP2-GFP strain, flow cytometry GFP, 3 h; 100% = DMSO control level; GFP response vs DMSO, % at 10 µM; 330,000 tested, 0.51% active;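 active means GFP response versus DMSO above a set limit, roughly screen mean plus 3 SD, cut at about 180% in these data; inconclusive means fewer than 70 cells counted for a yeast strain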;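 further: median GFP fluorescence of the barcode-gated MEP2-GFP cells per well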
CIT2-GFP yeast = yeast TOR pathway CIT2-GFP modulation. S. cerevisiae CIT2-GFP strain, flow cytometry, 3 h; 100 means same as DMSO wells. GFP response vs DMSO, % at 10 µM. 320,000 tested, 0.065% active. AID 2029;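 active means GFP response relative to DMSO above a set limit, near the screen mean plus 3 SD, cut at about 150% in these data; inconclusive means Fewer than 70 cells measured for a yeast strain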;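 further: ratio of well median GFP fluorescence to mean of DMSO wells on the plate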
RPL19A TOR yeast = yeast TOR pathway RPL19A-GFP modulation | S. cerevisiae RPL19A-GFP strain, flow cytometry, 3 h; stronger effect = lower value | percent response vs DMSO, % at 10 µM | 330,000 tested, 0.3% active | AID 2025;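 active means percent response vs DMSO below 50%; inconclusive means fewer than 70 events counted for the yeast strain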;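 further: median channel GFP fluorescence of the barcoded RPL19A-GFP strain; ratio of sample median GFP to plate DMSO average so 100% = DMSO; lower means less RPL19A-GFP as with rapamycin TOR inhibition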
VLA-4 inh = inhibition in a human VLA-4 binding assay. P13612. AID 2557. inhibition, % (about 7 µM as worked out from the volumes in the protocol). VLA-4 expressing cells, ligand binding flow cytometry. 330,000 tested, 0.2% active; in the data active means inhibition above about 50%
Target sequence (P13612 whole entry, looked up): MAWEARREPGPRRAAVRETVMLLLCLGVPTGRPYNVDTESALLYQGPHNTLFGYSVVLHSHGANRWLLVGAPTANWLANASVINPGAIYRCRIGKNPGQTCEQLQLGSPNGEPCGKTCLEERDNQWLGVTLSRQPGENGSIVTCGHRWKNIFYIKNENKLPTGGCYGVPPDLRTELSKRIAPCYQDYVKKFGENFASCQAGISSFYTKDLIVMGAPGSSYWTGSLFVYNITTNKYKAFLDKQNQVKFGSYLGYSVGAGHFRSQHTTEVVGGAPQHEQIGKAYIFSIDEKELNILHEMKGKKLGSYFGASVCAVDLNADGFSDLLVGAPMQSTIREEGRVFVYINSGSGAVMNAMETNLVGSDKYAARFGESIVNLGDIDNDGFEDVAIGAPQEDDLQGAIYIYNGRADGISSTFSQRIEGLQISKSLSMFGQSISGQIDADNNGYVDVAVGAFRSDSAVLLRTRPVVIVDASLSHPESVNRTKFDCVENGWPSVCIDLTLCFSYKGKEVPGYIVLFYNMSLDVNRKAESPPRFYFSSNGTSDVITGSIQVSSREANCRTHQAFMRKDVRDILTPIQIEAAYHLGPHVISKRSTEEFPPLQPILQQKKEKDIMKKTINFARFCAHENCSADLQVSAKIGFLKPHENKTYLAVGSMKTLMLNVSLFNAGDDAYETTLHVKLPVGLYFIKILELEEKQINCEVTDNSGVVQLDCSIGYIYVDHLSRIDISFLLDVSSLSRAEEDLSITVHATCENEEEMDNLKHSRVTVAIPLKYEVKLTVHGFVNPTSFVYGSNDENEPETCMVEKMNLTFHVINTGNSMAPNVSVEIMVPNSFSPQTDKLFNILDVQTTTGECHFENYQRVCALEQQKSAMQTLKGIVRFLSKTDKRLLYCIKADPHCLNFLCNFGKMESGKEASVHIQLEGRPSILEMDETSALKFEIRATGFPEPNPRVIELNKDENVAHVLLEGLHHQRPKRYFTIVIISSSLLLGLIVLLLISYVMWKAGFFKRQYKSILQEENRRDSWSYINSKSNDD
Yeast superoxide = yeast age-related superoxide inhibition as caloric restriction mimetic; superoxide response (% of plate mean), % at 10 µM; 330,000 tested, 0.18% active; AID 2690; S. cerevisiae aged cells, superoxide DHE fluorescence; stronger effect = lower value;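 active means superoxide response under a set limit, about three screen SD below normal, cut at about 65% in these data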;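 further: yeast aged for seven days with compound at 30 °C before DHE staining; 100% = average MFI of all compound-treated wells on the plate with controls excluded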
LAP4 TOR yeast = yeast TOR pathway LAP4-GFP modulation; AID 2023; 320,000 tested, 0.34% active; GFP response vs DMSO, % at 10 µM; S. cerevisiae LAP4-GFP multiplex, flow cytometry GFP, 3 h; median GFP as percent of DMSO wells;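 active means GFP response vs DMSO above a set limit, about the screen mean plus 3 SD, cut at about 150% in these data; inconclusive means under 70 cell events counted for the yeast strain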
GRK2 inh = inhibitors of human GRK2 displacing RNA aptamer; inhibition of aptamer binding, % at 10 µM; bead flow cytometry, FAM-aptamer displacement from GRK2; 330,000 tested, 0.59% active; AID 488847; P25098;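 active means inhibition of aptamer binding above 40%, roughly 3 SD of noise, on plates passing a quality check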;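 further: median bead fluorescence of bound FAM aptamer so fluorescent compounds give negative values; no value below 0 was filed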
Starred values were filed as active, the others as inactive; ? = inconclusive; . = no result given; [ ] = remark or other dose. Rows are unselected. About 1.7% of those tested had a hit in this group.

SMILES	AGP1 TOR yeast	MEP2 TOR yeast	CIT2-GFP yeast	RPL19A TOR yeast	VLA-4 inh	Yeast superoxide	LAP4 TOR yeast	GRK2 inh
CN(CC(=O)Nc1cccc(F)c1)CC(=O)Nc1cccc(S(N)(=O)=O)c1	101.8	103.7	96.0	96.2	-4.6	100.0	109.8	0.0
O=C(CSc1nc2ccccc2o1)Nc1nccs1	94.6	95.3	86.2	96.9	3.2	94.1	118.6	3.0
CCOC(=O)N1CCN(C(=O)C2CCC(=O)N(Cc3ccc(Cl)cc3)C2)CC1 (stereo unspecified)	111.6	105.5	105.4	106.6	11.0	92.0	103.2	0.0
CC(C)Cc1nnc(NC(=O)CCC(=O)N2CCN(c3ccc(F)cc3)CC2)s1	109.4	103.2	112.0	107.7	-3.0	118.7	102.0	0.0
COc1ccc(-n2ncc3c(N4CCN(c5cc(C)ccc5C)CC4)ncnc32)cc1	100.7	105.8	99.0	96.3	-5.5	93.5	103.7	11.0
COc1ccc(CNC(=O)[C@H](Cc2ccccc2)NC(=O)C2CCN(C(=O)[C@H](C)N)CC2)cc1	105.0	110.1	107.1	101.0	23.8	84.0	107.0	1.0
COc1cccc(/C=C(/C(=O)OCC(=O)NC2CCCC(C)C2C)c2ccccc2)c1 (stereo unspecified)	96.8	102.4	88.4	95.5	-8.4	99.2	100.3	0.0
O=C(Nc1ccc(C(=O)O)cc1)/C(=C/c1ccc2c(c1)OCO2)NC(=O)c1cccc(Br)c1	99.3	110.8	109.3	107.4	2.6	111.2	94.6	1.0
Cc1nn(C)c(=S)n1-c1ccc(Cl)cc1	100.0	99.8	79.8	105.6	-2.4	101.0	99.4	1.0
CC(/C=C1\SC(=S)N(CCC(=O)Nc2cccc(C(=O)O)c2)C1=O)=C\c1ccccc1	100.1	100.6	104.1	101.4	8.5	97.0	98.4	4.0
COc1ccc(C(CNC(=O)c2ccc(S(=O)(=O)N3CC(C)CC(C)C3)cc2)N(C)C)cc1 (stereo unspecified)	101.6	108.0	108.9	100.8	8.9	107.1	91.5	0.0
O=C(C1CCC(CNS(=O)(=O)c2cccc3nsnc23)CC1)N1CCN(c2ccccn2)CC1 (stereo unspecified)	99.5	95.5	93.3	96.6	-21.1	105.7	92.9	1.0
C=CCOC(=O)C1=C[C@@H](c2cn(C(C)=O)c3ccccc23)C[C@@H](OCCCCO)O1	79.9	91.3	79.1	94.1	14.7	108.2	101.6	0.0
Nc1nc(Nc2ccccc2Cl)cc(=O)[nH]1	108.7	104.8	98.7	107.5	2.1	96.7	89.9	0.0
O=C(NNC(=S)Nc1ccc(Br)cc1)c1ccccc1	91.7	110.8	88.4	111.6	20.0	96.1	79.2	4.0
c1ccc(-n2ncc3c2ncn2nnnc32)cc1	91.0	95.4	93.2	93.1	20.7	82.6	93.0	3.0
CSc1ccccc1NC(=O)C1=COCCO1	85.2	110.8	104.0	115.6	6.6	100.7	74.7	0.0
Cc1cc(C)c(S(=O)(=O)c2ccc(F)cc2C)c(Cl)n1	104.9	106.3	100.0	106.4	44.4	99.7	94.7	1.0
COc1ccc(S(=O)(=O)CC(=O)c2cc3cc(Br)ccc3oc2=O)cc1	93.6	101.1	78.5	94.5	-4.0	95.9	137.8	5.0
CCn1c(NCc2ccccn2)nc2ccccc21	104.1	104.6	99.8	95.6	0.6	96.2	101.6	3.0
CCOc1cccc2cc(C(=O)NCCC3=CCCCC3)c(=O)oc12	101.6	106.1	102.8	103.2	14.6	114.1	93.5	1.0
CCOc1ccc(/C=C/c2nc(C#N)c(NCCCN(C)C)o2)cc1	98.4	103.7	98.9	102.8	18.0	90.3	98.7	0.0
CCN(CC)C(=O)CSc1nc(-c2ccccc2)ccc1C#N	98.4	94.9	99.2	96.1	19.4	93.5	91.5	0.0
O=C(CSc1nc2ccccc2s1)Nc1ccc(Cl)c(C(=O)O)c1	103.9	97.0	92.8	96.1	8.0	103.7	118.2	1.0
CN(C)c1cccc(C(=O)OC(C(=O)Nc2ccc([N+](=O)[O-])cc2Br)c2ccccc2)c1 (stereo unspecified)	90.6	96.2	106.5	105.6	-0.1	95.0	87.5	0.0
CN(C)S(=O)(=O)c1ccc(NC(=O)COc2ncnc3sccc23)cc1	104.9	106.5	105.2	99.4	3.5	89.1	106.1	1.0
COc1ccc(CCNC(=O)CSc2nnc(CNc3ccc(Cl)cc3)o2)cc1OC	102.3	94.0	91.2	102.3	-1.3	113.5	98.6	0.0
Cc1cc(N2CCN(C3CCCC3)CC2)n2c(nc3ccccc32)c1C#N	98.0	93.4	99.8	100.2	17.5	102.2	93.8	2.0
Cc1cc2c(cc(C(=O)OCC(=O)NCc3ccco3)n2C)s1	93.1	96.4	90.5	95.9	3.7	109.1	97.8	0.0
COc1ccc(N2C(=O)C(CC(N)=O)N(NC(=O)CCc3ccccc3)C2=O)cc1 (stereo unspecified)	106.2	98.8	98.7	100.4	-0.8	108.5	99.2	3.0
COc1cc(NC(=O)COC(=O)CNC(=O)c2ccc(Cl)cc2)c(C)cc1[N+](=O)[O-]	94.6	98.3	94.8	97.7	3.0	101.5	91.5	3.0
COc1ccccc1N1CCN(S(=O)(=O)c2cn(C)nc2C)CC1	96.5	97.6	96.2	99.3	0.6	103.7	90.6	0.0
O=C(Cc1ccc(Br)cc1)NNC(=O)c1cccs1	94.8	104.9	105.0	101.6	0.5	119.3	89.1	4.0
Cc1csc(C)[n+]1CC(=O)c1ccccc1	90.6	104.4	103.1	102.5	-13.7	87.9	91.1	.
O=c1[nH]c(=S)[nH]c2c1C(c1ccc(Br)cc1)c1c([nH]c(=S)[nH]c1=O)O2	112.9	104.2	106.5	109.1	14.4	99.9	95.5	19.0
CCOc1ccccc1OCCCC(=O)Nc1ccc(OC)nc1	105.5	104.2	102.0	100.7	4.3	117.2	104.1	0.0
O=C(CNC(=O)c1cccc([N+](=O)[O-])c1)NC1CCCc2ccccc21 (stereo unspecified)	95.6	97.7	100.5	95.2	4.4	89.2	103.3	2.0
CC(NC(=S)Nc1cccc(C(F)(F)F)c1)C(C)(C)C (stereo unspecified)	95.8	97.3	86.0	94.6	15.3	108.2	102.5	0.0
Cn1c(=O)oc2ccc(C(=O)CSc3nnnn3-c3ccccc3)cc21	101.7	104.5	105.2	100.7	-10.2	93.9	97.1	0.0
O=C(CN1CCOCC1)Nc1ccc(NC(=O)CN2CCOCC2)c(Cl)c1	103.1	103.3	105.8	104.5	-3.5	93.5	107.2	4.0
COc1cc(C(=O)OCC(=O)N2CCCCC2C)ccc1OCc1c(C)noc1C (stereo unspecified)	95.5	105.2	91.6	94.9	26.7	88.9	89.7	0.0
CC(C)(C)c1ccc(/C=C2\SC(=O)N=C2N)cc1	114.4	99.0	106.8	95.4	15.3	111.4	107.0	0.0
CN(CC(O)COc1ccc(OCC(O)CN(C)C2CCCCC2)cc1)C1CCCCC1 (stereo unspecified)	.	112.1	111.5	100.0	9.7	98.3	106.2	0.0
COc1ccc(-c2noc(CN(C(=O)c3ccc4c(c3)OCO4)C(C)C)n2)cc1	99.6	104.6	96.7	101.4	2.8	108.2	103.4	2.0
CCCCn1c(-c2cccc(F)c2)nc2c1c(=O)[nH]c(=O)n2CC(C)C	93.8	102.0	103.7	99.4	0.6	88.9	97.2	1.0
COc1ccc(CN2CCSCC2)cc1O	95.7	99.1	91.7	97.2	0.6	99.6	102.3	1.0
Cc1ccc(C(=O)COC(=O)C(C)N2C(=O)C3C4CCC(C4)C3C2=O)cc1 (stereo unspecified)	99.8	101.6	95.3	100.6	11.2	105.3	104.0	1.0
COc1cccc(/C=N/NC(=O)c2[nH]c(C)c(C(=O)N/N=C/c3cccc(OC)c3)c2C)c1	100.3	103.7	103.7	101.6	21.0	93.3	96.8	0.0
COc1cc(C(=O)Nc2ccc(NC(=O)C3CC3)nc2)cc(OC)c1OC	95.2	89.8	91.9	94.8	-1.9	94.9	85.9	2.0
O=C(N1CCOCC1)N(CCN1CCOCC1)Cc1cccc2ccccc12	106.5	100.3	110.5	104.4	6.0	95.9	101.4	0.0

(next part)
SMILES	AGP1 TOR yeast	MEP2 TOR yeast	CIT2-GFP yeast	RPL19A TOR yeast	VLA-4 inh	Yeast superoxide	LAP4 TOR yeast	GRK2 inh
COC(=O)c1ccsc1-n1cc(C#N)c(=O)n(C)c1=O	99.2	93.5	97.3	100.0	2.6	96.3	88.5	0.0
O=C(CSc1ccc2nnc(-c3ccccn3)n2n1)N1CCOCC1	100.5	101.5	98.6	97.6	-8.9	125.7	92.7	0.0
COc1cccc(NC(=O)CN(C)C(=O)CSCC(=O)Nc2ccc(C)cc2)c1	94.0	98.6	83.5	99.6	-11.0	116.2	105.0	0.0
CCc1nc2ccccc2n1CC(C)C(=O)O (stereo unspecified)	100.5	101.0	99.6	96.3	-0.5	99.0	95.8	1.0
COc1ccccc1NC(=O)c1ccc(CSc2ccccc2)o1	103.9	105.9	97.0	106.7	9.7	98.2	101.7	2.0
Cc1ccc(S(=O)(=O)NCCCCCC(=O)Nc2nccs2)cc1	100.2	105.7	110.4	99.1	-11.0	105.5	109.5	0.0
Cc1cc(-c2nnc(CCC(=O)NCCc3ccccc3F)o2)no1	101.0	106.2	95.3	101.7	4.5	104.7	101.9	1.0
O=C(CSc1nc2ccc([N+](=O)[O-])cc2[nH]1)NC1CCCCCC1	108.5	101.8	110.0	105.3	15.6	106.6	105.2	0.0
CCC(CC)c1nc(C(N)=O)c2[nH]c(=O)n(-c3ccc(OC)c(OC)c3)c2n1	?	600.9*[may fluoresce violet]	?	47.1*[may fluoresce violet]	18.2	118.3	125.5[may fluoresce violet]	1.0
Cc1ccc2nc(SCc3ccccc3)c(C=O)c(=O)n2c1	94.2	102.3	102.3	101.1	-3.6	110.2	97.8	2.0
CCCCCCCCn1c2c(c(=N)c3c1CCC3)CCCC2	99.5	101.1	90.8	96.6	2.4	105.3	96.7	0.0
COc1ccc(CCN2CC34C=CC(O3)C(C(=O)NCc3ccccc3)C4C2=O)cc1OC (stereo unspecified)	102.5	101.8	98.7	98.7	3.1	98.8	100.4	0.0
COc1ccc(NS(=O)(=O)c2cc(NC(=O)[C@@H](NC(N)=O)C(C)C)ccc2C)cc1	93.7	98.7	91.2	98.1	-1.0	97.8	85.5	0.0
O/N=C1/C2C3C(Br)C4C5CC(C1C53)C24 (stereo unspecified)	113.2	102.9	104.3	108.4	17.2	103.3	109.9	0.0
CCOC(=O)c1c(N)sc(C(=O)Nc2ccc3c(c2)OCO3)c1C	.	95.4	91.7	92.3	-4.4	91.9	79.0	4.0
COc1ccc(NC(=O)C2CCN(S(=O)(=O)c3ccc(N4CCCC4=O)cc3)CC2)c(OC)c1	91.2	99.2	100.5	95.6	13.0	109.7	83.9	0.0
COC(=O)Cc1c(O)ccn(CCc2ccc(OC)c(OC)c2)c1=O	92.7	89.9	92.5	94.8	16.7	82.9	88.0	2.0
COc1ccc(S(=O)(=O)N/N=C(/C)c2cccc(NC(=O)c3ccccc3Cl)c2)cc1	103.5	94.5	102.1	100.7	-2.8	103.3	101.5	0.0
c1ccc(CCNc2ccc3nncn3n2)cc1	105.4	108.9	103.0	103.5	48.5	92.9	102.8	3.0
